LMP1 NFkB inh – EBV LMP1-driven NF-kappaB luciferase reporter inhibitors, primary screen, cell-based, luminescence, single point. LMP1-induced NF-kappaB luciferase reporter cells. inhibition, % at 12.5 µM. 350,000 tested, 0.69% active. AID 504558, 2011; in the data active = inhibition above about 41%;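 also: 0% = neutral control wells and 100% = reference inhibitor control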
KKLEB tox – cytotoxicity in KKLEB CF airway cells, primary screen, cytotoxicity control for CF NF-kB inhibitor project, cell-based, uHTS, fluorescence assay plates; activity change (cytotoxicity), % at 5 µM; KKLEB CF airway cells viability, ATPlite luminescence, overnight; hits give low values; cells stimulated with P. aeruginosa culture filtrate; 360,000 tested, 0.36% active;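 active = corrected activity change at or below -50% at 5 µM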
CF NFkB block – inhibitors of PAF-induced NF-kB signaling, primary screen, cell-based, GFP fluorescence, uHTS. KKLEB NF-kB-GFP reporter, GFP fluorescence overnight. inhibition, % at 5 µM. 360,000 tested, 0.86% active. AID 588850, 2011;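 active = at least 50% inhibition at 5 µM, scaled per plate between neutral and stimulator controls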;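 also: PAF is a Pseudomonas aeruginosa culture filtrate used as stimulus; plate controls were PAF-stimulated DMSO wells for no effect and unstimulated DMSO wells for full effect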
iPSC survival up – enhancers of single-cell hiPSC survival, primary screen, ATPlite luminescence; 100% = ROCK inhibitor wells, 0% = DMSO; survival enhancement, % at 20 µM; 360,000 tested, 0.044% active; in the data active = survival enhancement above about 18%;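 also: cells exposed to compounds for 16 hours before the ATP read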
C8 TRAIL sens – viability loss with TRAIL in NB7+C8 cells, primary screen, TRAIL sensitizer project, cell-based, ATPlite luminescence; inhibition (viability loss, TRAIL sensitization), % at 10 µM; 360,000 tested, 1% active;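 active = compounds causing at least 50% loss of cell viability in the single-dose screen, relative to plate controls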
NR2E3 ag-1 – NR2E3 agonists in two-hybrid cells, primary screen, cell-based, luminescence, CHO-S, Gal4-NCOR/VP16-NR2E3; AID 602229, 2012; luciferase; 360,000 tested, 0.35% active; inhibition of corepressor binding, % at 3.98 µM; Photoreceptor-specific nuclear receptor (Homo sapiens), Q9Y5X4;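 active = inhibition above the mean of all tested compounds plus 3 SD, cut at about 70% in these data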;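 also: 0% = DMSO with NR2E3 transfected cells and 100% = cells lacking NR2E3 construct; higher means lower luciferase signal from less NR2E3 corepressor binding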
Target sequence (Q9Y5X4 whole entry, looked up, the tested form may be a part): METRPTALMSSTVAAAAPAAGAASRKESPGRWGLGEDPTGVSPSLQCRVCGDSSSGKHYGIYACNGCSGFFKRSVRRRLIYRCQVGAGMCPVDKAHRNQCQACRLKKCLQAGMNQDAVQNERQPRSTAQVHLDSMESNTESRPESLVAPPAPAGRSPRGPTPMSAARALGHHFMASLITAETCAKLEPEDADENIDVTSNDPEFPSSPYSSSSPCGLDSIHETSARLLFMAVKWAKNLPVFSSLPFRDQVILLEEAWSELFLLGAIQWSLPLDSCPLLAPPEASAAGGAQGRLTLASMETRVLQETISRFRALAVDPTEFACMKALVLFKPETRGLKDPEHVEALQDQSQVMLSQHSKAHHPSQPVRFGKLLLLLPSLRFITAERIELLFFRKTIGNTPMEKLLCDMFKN
NR2E3 ag-2 – inhibitors of NR2E3-RetCOR corepressor binding, primary screen, NR2E3 agonist project, biochemical, TR-FRET, GST-NR2E3, biotin-RetCOR; 1536-well; inhibition of corepressor binding, % at 4.78 µM; 320,000 tested, 0.12% active; AID 2300, 2010;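 active = percent inhibition above the cutoff of mean plus 3 SD of all tested compounds, set per screening campaign, cut at about 20% in these data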;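 also: 0% = DMSO wells and 100% = biotin wells as full block of FRET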
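Material: NR2E3–RetCOR corepressor complex / Incubation: Compound–protein incubation for 5 h at 4 °C / Dosing: compound at 4.8 µM, single dose / Detection: time-resolved FRET / Benchmarks: high control biotin, low control 0.6% DMSO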
MITF TRPM1 inh – inhibitors of MITF-dependent TRPM1 promoter reporter, primary screen, cell-based, SK-MEL-5, single point, luciferase. SK-MEL-5 TRPM1 promoter luciferase, 24 h. inhibition, % at 12.5 µM. 330,000 tested, 0.83% active. AID 488899, 2010;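 active = mean inhibition across replicates of 60% or more, whatever share of single replicates reaches that level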; also: values of inactives mirror those of a sister screen read the other way
Peg3 prom inh – Peg3 promoter-driven luciferase inhibitors, primary screen, cell-based, HeLa, luciferase luminescence. AID 588405, 2011. 360,000 tested, 1.7% active. HeLa PEG-Prom luciferase reporter, overnight. inhibition, % at 20 µM;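 active = inhibition of at least 50% at 20 µM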
Shn3 inh set2 – reduction of Shn3 3'UTR firefly luciferase signal, primary screen, Schnurri-3 inhibitor project, cell-based, Clone20 osteoblasts, set 2. AID 588674, 2011. inhibition, % at 12.5 µM. 360,000 tested, 0.52% active. Clone20 osteoblast Shn3 3'UTR firefly luciferase, 24 h;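 active = mean inhibition of at least 75% with every replicate also reaching 75%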;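 also: 0% = median of neutral control wells and 100% = pilot-screen positive control compound; some compounds past the cut are filed as inactive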
HIF-2a block – HIF-2a reporter inhibitors, primary screen, luminescence, 786-0 RCC cells; inhibition, % at 18.8 µM; 360,000 tested, 0.72% active; 786-0 RCC cells HIF-2a reporter, luciferase luminescence, overnight;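 active = inhibition of the luminescence signal of 40% or more relative to plate controls, in a single-dose primary screen at 18.75 µM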
Numbers without * were called inactive; x = no result given.

| cpd | SMILES | LMP1 NFkB inh | KKLEB tox | CF NFkB block | iPSC survival up | C8 TRAIL sens | NR2E3 ag-1 | NR2E3 ag-2 | MITF TRPM1 inh | Peg3 prom inh | Shn3 inh set2 | HIF-2a block |
| --- | --- | --- | --- | --- | --- | --- | --- | --- | --- | --- | --- | --- |
| 1 | O=[N+]([O-])c1cccc(/C=N/N=C\c2ccccc2)c1 | 2.5 | -0.6 | -28.0 | 0.0 | 4.2 | -10.1 | x | -37.5 | -84.6 | -15.5 | -44.3 |
| 2 | O=C(CSc1nnnn1C1CCCC1)Nc1cccc(NC(=O)c2ccco2)c1 | 0.4 | 8.5 | -18.3 | -1.2 | -5.2 | -40.4 | 0.8 | -1.2 | -24.3 | -2.2 | -17.8 |
| 3 | CN(Cc1cccs1)C(=O)CN1CCN(S(=O)(=O)c2ccc3c(c2)OCCCO3)CC1 | -9.5 | -24.3 | 17.1 | 0.5 | -0.9 | -9.0 | x | 6.8 | 7.0 | 8.6 | 22.2 |
| 4 | CCCCCN1CSC(=S)N(Cc2ccccc2)C1 | 23.5 | -13.5 | 8.1 | -1.0 | -8.0 | -20.8 | 0.1 | 18.7 | 18.6 | 0.5 | 7.8 |
| 5 | COc1ccc(CC(=O)Nc2ccc(S(=O)(=O)N3CCC(C)CC3)cc2)c(OC)c1 | 7.4 | 13.3 | 3.6 | -0.2 | -8.3 | 14.5 | 0.2 | 4.6 | 18.8 | 13.8 | 14.4 |
| 6 | CCC(=NCc1ccco1)c1c(C(F)(F)F)[nH]n(-c2nc3ccccc3s2)c1=O | 14.7 | 2.2 | -13.0 | 0.4 | 23.7 | -100.9 | -1.0 | -1.8 | -373.8 | -1.3 | -49.7 |
| 7 | Cc1[nH]c2ccccc2c1Cc1n[nH]c(=S)n1C | -13.1 | 9.0 | -1.6 | -0.1 | 13.3 | -22.8 | 3.7 | 6.6 | 0.8 | -46.0 | -0.4 |
| 8 | CCOC(=O)CSc1nc(C(C)C)nc2ccccc12 | 7.6 | -1.2 | 14.4 | -2.1 | -1.7 | -29.0 | 5.1 | -6.8 | 3.9 | 10.3 | 15.6 |
| 9 | Cc1nn(CC(=O)N2N=C(C(F)F)CC2(O)C(F)F)c(C)c1[N+](=O)[O-] (stereo unspecified) | 1.0 | -1.6 | 3.4 | 2.6 | -9.2 | 3.5 | -1.9 | 5.4 | 14.3 | -11.7 | 6.7 |
| 10 | NC(=O)c1cnn2c(-c3cccc(C(F)(F)F)c3)ccnc12 | -8.5 | -5.7 | 5.5 | -0.2 | -13.2 | 19.3 | 3.6 | -11.6 | -14.2 | -9.2 | 3.7 |
| 11 | Cc1ccc(S(=O)(=O)N2[C@@H](c3ccc(C(C)(C)C)cc3)C(C(=O)O)=CC[C@H]2c2ccc(Cl)c(Cl)c2)cc1 | -4.6 | 9.0 | 31.7 | 7.2 | -4.4 | -11.4 | x | 8.1 | 1.3 | 11.2 | -5.5 |
| 12 | COC(=O)[C@H]1C[C@H](OC(=O)NC2CC2)[C@@]2(O)CN(S(=O)(=O)c3ccc(C)cc3)CC2[C@H]1C(=O)OC (stereo partly specified) | 0.5 | -1.9 | 1.8 | 4.8 | -16.7 | -7.9 | x | x | 29.4 | -3.3 | 14.6 |
| 13 | Cc1cc(C(=O)COc2ccccc2[N+](=O)[O-])c(C)n1-c1cccc(S(=O)(=O)N2CCOCC2)c1 | 33.0 | -9.8 | -5.8 | -1.3 | 36.4 | -30.8 | 2.1 | 33.8 | 20.6 | 58.7 | -20.1 |
| 14 | CC(CC(=O)NCc1ccc(F)cc1)c1ccccc1 (stereo unspecified) | 3.9 | -0.3 | 2.4 | -0.7 | 7.7 | 0.3 | 1.1 | 6.4 | 8.4 | -1.9 | 6.1 |
| 15 | CCCCNc1c(N2CCN(C(=O)OCC)CC2)c(=O)c1=O | 4.4 | 0.1 | 11.9 | 1.4 | 1.0 | -6.2 | 0.1 | x | 4.6 | -1.4 | 9.9 |
| 16 | Nc1nnc(Cc2ccccc2)s1 | 1.2 | -2.4 | 13.8 | -3.6 | -10.8 | -4.0 | 0.1 | 13.8 | 15.3 | -1.0 | 13.4 |
| 17 | O=C(CCCOc1ccc(Br)cc1)NNC(=O)c1ccncc1 | -7.3 | 9.9 | 4.2 | -0.5 | -5.3 | -0.1 | -0.4 | -12.8 | -7.2 | -10.3 | 7.7 |
| 18 | Cc1ccccc1NCC(=O)N/N=C/c1c[nH]c2ccccc12 | -6.2 | -8.6 | 5.8 | 0.9 | -2.5 | -45.8 | 2.4 | -1.2 | 22.7 | 18.9 | 6.7 |
| 19 | C(=N\Nc1nc2ccccc2[nH]1)/c1ccncc1 | -25.0 | 9.8 | 17.1 | -0.5 | 8.5 | -67.3 | -0.2 | -35.4 | -195.4 | -18.0 | -194.0 |
| 20 | NC(=O)CN1CCN(S(=O)(=O)c2ccc(Cl)cc2)CC1 | -4.1 | -10.4 | 14.0 | -0.2 | -3.8 | 4.4 | -3.7 | 3.5 | 5.6 | 48.9 | 9.5 |
| 21 | CCN1C(=O)/C(=C2\SC(=S)N(NC(=O)c3cccnc3)C2=O)c2ccccc21 | -10.0 | 3.8 | 3.7 | -0.4 | -5.7 | -8.6 | 1.6 | -4.0 | 5.5 | -2.0 | 25.2 |
| 22 | COc1ccc(C(=O)N[C@H](C(=O)NCc2ccc(C)cc2)C(C)C)cc1 | 0.5 | -0.2 | 12.6 | -0.3 | 3.6 | -10.2 | 3.2 | -10.0 | 5.6 | -0.4 | 8.3 |

Part of the list above, screen by screen:
(14) CC(CC(=O)NCc1ccc(F)cc1)c1ccccc1 (stereo unspecified)
(15) CCCCNc1c(N2CCN(C(=O)OCC)CC2)c(=O)c1=O
(16) Nc1nnc(Cc2ccccc2)s1
(17) O=C(CCCOc1ccc(Br)cc1)NNC(=O)c1ccncc1
(18) Cc1ccccc1NCC(=O)N/N=C/c1c[nH]c2ccccc12
(19) C(=N\Nc1nc2ccccc2[nH]1)/c1ccncc1
(20) NC(=O)CN1CCN(S(=O)(=O)c2ccc(Cl)cc2)CC1

compound no.	14	15	16	17	18	19	20
LMP1 NFkB inh	3.9	4.4	1.2	-7.3	-6.2	-25.0	-4.1
KKLEB tox	-0.3	0.1	-2.4	9.9	-8.6	9.8	-10.4
CF NFkB block	2.4	11.9	13.8	4.2	5.8	17.1	14.0
iPSC survival up	-0.7	1.4	-3.6	-0.5	0.9	-0.5	-0.2
C8 TRAIL sens	7.7	1.0	-10.8	-5.3	-2.5	8.5	-3.8
NR2E3 ag-1	0.3	-6.2	-4.0	-0.1	-45.8	-67.3	4.4
NR2E3 ag-2	1.1	0.1	0.1	-0.4	2.4	-0.2	-3.7
MITF TRPM1 inh	6.4	x	13.8	-12.8	-1.2	-35.4	3.5
Peg3 prom inh	8.4	4.6	15.3	-7.2	22.7	-195.4	5.6
Shn3 inh set2	-1.9	-1.4	-1.0	-10.3	18.9	-18.0	48.9
HIF-2a block	6.1	9.9	13.4	7.7	6.7	-194.0	9.5

Part of the list above, limited to MITF TRPM1 inh, NR2E3 ag-1 and KKLEB tox:
item	structure	MITF TRPM1 inh	NR2E3 ag-1	KKLEB tox
18	Cc1ccccc1NCC(=O)N/N=C/c1c[nH]c2ccccc12	-1.2	-45.8	-8.6
19	C(=N\Nc1nc2ccccc2[nH]1)/c1ccncc1	-35.4	-67.3	9.8

Screening data deposited in PubChem by several laboratories.

This is a subset; rates above refer to the full screens.
